inhibitors of VEEV – inhibitors of VEEV TC-83 cytopathic effect, confirmation, Vero cells (AID 588727) | Vero cells, VEEV TC-83 cytopathic effect inhibition; higher % means a stronger effect | one-dose inhibition, % at 20 µM; IC50 in µM for titrated hits | actives 0.13% (n = 350,000); in the data active = a potency from the dose series; inconclusive = inhibition mostly from about 14% at the one dose, without a potency; inactive = the rest, 99 in 100 with inhibition below about 12%; note: strong numbers were not always called active
H1N1 NS1A inhibition – H1N1 influenza NS1A inhibitors, functional cell based assay (AID 504329); NS1A functional cell-based assay, percent inhibition; higher % means a stronger effect; inhibition, % at 12.5 µM; hits with a dose series show IC50 in µM; actives 0.3% (n = 340,000); in the data active = a potency from the dose series; inconclusive = inhibition above about 27% without an active follow-up result; note: strong numbers were not always called active
H37Rv inhibition – M. tuberculosis growth inhibition, HTS (AID 449762); M. tuberculosis H37Rv growth inhibition, 7H9 media; higher % means a stronger effect; inhibition, % at 25 µM; hits with a dose series show IC50 in µM; actives 0.59% (n = 330,000); in the data active = a potency from the dose series; inconclusive = inhibition above about 70% without an active follow-up result;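 note: bacterial growth assessed after seven days of incubation; strong numbers were not always called active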
M. tuberculosis – growth inhibition of non-replicating M. tuberculosis (AID 488890) | Mycobacterium tuberculosis non-replicating, growth inhibition; higher % means a stronger effect | actives 0.39% (n = 320,000) | inhibition, % at 25 µM, or IC50 in µM where a hit was titrated; in the data active = a potency from the dose series; inconclusive = inhibition mostly from about 82% at the one dose, without a potency; inactive = the rest, 99 in 100 with inhibition below about 76%;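 note: plate controls were DMSO cells for no effect and high antibiotic wells for full effect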
PhoP GFP inhibition – PhoP regulon inhibitors, Salmonella typhi PhoP promoter GFP reporter, confirmatory (AID 1850) | Salmonella Typhi PhoP-promoter GFP reporter, fluorescence, 4 h; higher % means a stronger effect | inhibition, % at 50 µM; hits with a dose series show IC50 in µM | actives 0.33% (n = 310,000); in the data active = a potency from the dose series; inconclusive = inhibition mostly from about 25% at the one dose, without a potency; inactive = the rest, 99 in 100 with inhibition below about 19%;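 note: 0% = induced wells with vehicle and 100% = uninduced wells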
inhibitors of VEEV 10K pilot screen – further read-out of inhibitors of VEEV, marked with its call; inhibition, %; measured here: 10K pilot screen inhibition
* = called active by the depositor; i = inactive; ? = inconclusive; nt = not tested or not shown; & = joins results of further samples. Compounds were not picked by outcome. About 1.6% of those tested had a hit in this group.

SMILES | inhibitors of VEEV | H1N1 NS1A inhibition | H37Rv inhibition | M. tuberculosis | PhoP GFP inhibition | others
Cc1ccnc(NC(=O)c2ccc3c(c2)NC(=O)C(C)S3)c1 (stereo unspecified) | 8.8% | -17% | 8% | nt | nt
CCOC(=O)c1c(NC(=O)Cn2nc(C(F)F)cc2C(F)F)sc(C)c1C | 1.1% | -1% | -11% | 10% | 1%
COc1ccc(C(=O)NNC(=O)CSc2nnc(COc3ccccc3OC)n2C)cc1 | 0.3% | -18% | 9% | 1% | -10%
Cc1n[nH]c(=O)nc1NCCN(C)C | 0.8% | 1% | 1% | -12% | 2%
CC1(C)OC(=O)N(CC(=O)Nc2cccc(C(F)(F)F)c2)C1(C)O (stereo unspecified) | 0.5% | -2% | 2% | -5% | 4%
Cn1c(C(=O)NCCCN2CCCCC2)cc2sccc21 | 4.4% | 8% | 2% | -8% | 2%
COc1ccc(C)cc1NC(=O)C(OC(=O)c1cccc(S(=O)(=O)N(C)c2ccccc2)c1)c1ccccc1 (stereo unspecified) | 6.5% | -3% | 10% | -29% | 6%
O=C(CSc1ccc(-c2ccc(F)cc2)nn1)N1CCOCC1 | 13% | 1% | 3% | -3% | 5%
O=C(NCc1cccc(C(F)(F)F)c1)C1CCCN(c2cnccn2)C1 (stereo unspecified) | 0.4% | 3% | -5% | -10% | 4%
O=C(Nc1ccnn1C1CCN(C(=O)c2ccc(Cl)cc2)CC1)C1CC1 | 0.5% | -6% | -4% | 5% | -4%
COCCn1c(=N)c(S(=O)(=O)c2ccc(F)cc2)cc2c(=O)n3ccccc3nc21 | 1.6% | 4% | -3% | -2% | 3%
O=C(c1ccc2c(c1)OCCO2)C1CCN(C(=O)Nc2ccc(F)cc2)CC1 | 2.1% | 5% | 2% | 39% | 11%
O=C(NC1CCCC1)C(c1ccc(F)cc1)N(C(=O)c1csnn1)c1ccccc1 (stereo unspecified) | i | -4% | -11% | -4% | 5%
Cc1ccc(-c2cc(-c3ccc(C)cc3)[n+](-c3ccc(C(=O)[O-])cc3)c(-c3ccc(C)cc3)c2)cc1 | i | 16% | ? | 79% | -4%
CCN(CC)S(=O)(=O)c1ccc(NC(=O)c2ccc(NS(C)(=O)=O)cc2)cc1 | 0.1% | -9% | 4% | 4% | 9%
COc1cc(NC(=O)CN(c2ccc(C)cc2)S(=O)(=O)c2c(C)noc2C)cc(OC)c1 | 7.8% | 1% | 1% | 17% | 2%
O=C(NCc1cccc(Cl)c1)C1CCN(S(=O)(=O)c2ccc(F)cc2)CC1 | 4.8% | -5% | 8% | 21% | -34%
O=C(N/N=C/c1ccco1)c1ccccn1 | 1.1% | 1% | ? | 58% | 5%
Cc1cc(NC(=O)c2cc(C(C)(C)C)oc2C)no1 | i | 3% | -1% | 1% | -12%
C=CCNc1nc(C(=O)OCC(=O)Nc2cc(S(C)(=O)=O)ccc2Cl)cs1 | 1.7% | -3% | -3% | 19% | -5%
COc1ccc(/C=N/NC(=O)c2c([N+](=O)[O-])c(C)nn2C)cc1 | 2.7% | -9% | 0% | 9% | -7%
Nc1c2c(nc3sc4c(c13)CCCCC4)CCCCC2 | i | -4% | ? | 75% | -12%
CN1CCCCC1CCN1c2ccccc2Sc2ccc(S(C)=O)cc21 (stereo unspecified) | 1.4% | 9% | 0%&-12% | 11%&19% | 1%
Cc1c(NC(=O)CSc2cccc3cccnc23)c(=O)n(-c2ccccc2)n1C | 8.9% | 2% | -2% | 9% | -16%
COCCNCc1nc2sc(C)c(-c3ccccc3)c2c(=O)[nH]1 | i | 0% | 6% | 25% | -15%

Additional entries
SMILES | inhibitors of VEEV | H1N1 NS1A inhibition | H37Rv inhibition | M. tuberculosis | PhoP GFP inhibition | others
CC(C)(C)NC(=O)c1cc(F)c(F)cc1Cl | 0.8% | 3% | -8% | nt | -6%
C=CCNC(=S)/N=c1\sccn1C | 2.2% | -4% | -8% | 33% | -3%
CCOc1ccc(/C=N/NC(=O)CNC(=O)c2ccc(S(=O)(=O)N3CCOCC3)cc2)cc1 | 0.1% | -3% | 4% | -13% | -5% | inhibitors of VEEV 10K pilot screen=1.7
C=C[C@@H]1c2ccccc2N(S(=O)(=O)c2ccc(C)cc2)[C@H](c2ccccc2C(F)(F)F)C1(C#N)C#N | 0.9% | 1% | -4% | -1% | nt | inhibitors of VEEV 10K pilot screen=0.3
Cc1ccc(C)c(Cn2c(=O)n(C)c(=O)c3sccc32)c1 | 1.1% | -1% | 6% | 1% | 2%
CN(C)c1ccc(NC2=C([N+](=O)[O-])CS(=O)(=O)C2)cc1 | 0.3% | 1% | -6% | 8% | 3%
O=C(Nc1ccc(O)c2c(=O)cc(-c3ccccc3Cl)oc12)c1cccc(Cl)c1 | 5.6% | -5% | -3% | 3% | -2%
Cc1ccc2[nH]c(CN3CCN(C)C(CCO)C3)c(C)c2c1 (stereo unspecified) | 0.1% | 7% | 0% | 39% | -3%
COc1ccc(C(=O)NC2CC3CCCC(C2)N3Cc2ccccc2)c(OC)c1 (stereo unspecified) | i | 0% | 0% | 34% | -7%
O=C(COc1ccccc1[N+](=O)[O-])N/N=C/c1ccccn1 | 1.1% | -4% | 6% | 49% | 0% | inhibitors of VEEV 10K pilot screen=0.9
CC1(C)CC(=O)C2=C(C1)NC(=O)NC2c1ccccc1 (stereo unspecified) | i | 3% | 4% | 22% | -26%
CCOC(=O)/C(=C/c1ccco1)NC(=O)c1ccc(Br)o1 | 0.8% | -4% | 9% | 3% | -8%
CCN(CC)c1ccc(C=C2C(=O)OC3(CCCC3)OC2=O)cc1 | i | 10% | 13% | 3% | -10%
COc1ccc(Cl)cc1NC(=O)c1noc2c1CCCC2 | 0.6% | 13% | 10% | 1% | -2%
Cn1c(O)c(/C=N/N2CCOCC2)c(=O)n(C)c1=S | 0.8% | -2% | 1% | -1% | 8%
O=C(N/N=C1/CCCc2ccccc21)c1cc([N+](=O)[O-])cc([N+](=O)[O-])c1 | nt | nt | ? | 7% | -37%
COc1ccc(OCCNS(=O)(=O)c2ccc3oc4ccccc4c3c2)cc1 | i | 5% | -3% | -13% | 3%
CCC(C)NC(=O)COC(=O)c1cccnc1Nc1ccccc1F (stereo unspecified) | 0.1% | -6% | -1% | 1% | 11%
Cn1c2c(c(=O)n(C)c1=O)C(NC(=O)C(C)(C)C)(C(F)(F)F)C(=O)N2 (stereo unspecified) | i | -2% | -2% | -7% | -2%
O=S(=O)(c1ccc(S(=O)(=O)n2cnc3ccccc32)cc1)N1CCCCCC1 | 0.8% | -6% | -13% | 0% | -4%
Cc1ccc(/C=c2/sc3n(c2=O)CCCN=3)o1 | 5.7% | -5% | -1% | -10% | -1%
CCOc1ccc(OCc2cccc(C(=O)N3CCCCCC3)c2)cc1 | i | 5% | 10% | 74% | -3%
CC1CN(C(C)C(=O)NC(c2ccccc2)c2ccccc2)CC(C)O1 (stereo unspecified) | i | -6% | 0% | nt | -7%
Cc1nn(-c2ccccc2)c(Cl)c1/C=N/Nc1nc2ccccc2[nH]1 | 0.7% | -2% | 2% | 18% | -6%
O=C(CCNS(=O)(=O)c1ccccc1)N1CCC(Cc2ccccc2)CC1 | 3.5% | -3% | -2% | 6% | -7%

Additional compounds follow.
SMILES | inhibitors of VEEV | H1N1 NS1A inhibition | H37Rv inhibition | M. tuberculosis | PhoP GFP inhibition | others
CCn1cc(CN2CCC(n3nccc3NC(=O)c3ccccc3C)CC2)cn1 | 0.6% | -6% | -14% | -4% | -4%
Cc1ccc2nsnc2c1N | 2.9% | 9% | 1% | 5% | 3%
COc1ccccc1NC(=O)c1ccc(NC(=O)CSc2nc(N)cc(=O)[nH]2)cc1 | 6.8% | -16% | 1% | 50% | nt
COc1ccc(OC)c(Nc2cc(C)nc3ccccc23)c1 | 0.6% | 2% | 10% | 18% | -2%
O=C(CNC(=O)c1ccc(Br)cc1)NCCc1nc2ccccc2[nH]1 | i | -6% | 1% | -10% | 6%
Cc1cccc(NC(=O)c2ccc(COc3ccccc3[N+](=O)[O-])o2)n1 | 2.1% | 2% | -2% | 2% | 1%
COc1ccccc1CNC(=O)COC(=O)c1ccccn1 | 2.7% | -9% | -4% | -11% | 4%
CC[C@@H]1C=C(C(=O)O)[C@H](c2ccc(Br)cc2)N1S(=O)(=O)c1ccc(C)cc1 | 1.3% | -12% | 0% | 21% | nt
C#Cc1ccc([C@@H]2C=C(C(=O)N3CCN(Cc4ccccc4)CC3)O[C@H](OCCCCO)C2)cc1 | i | 3% | 3% | 19% | -7% | inhibitors of VEEV 10K pilot screen=0.0
O=C(c1cc2c(s1)CCCC2)N1CCN(C(=O)C2CCCO2)CC1 (stereo unspecified) | i | 2% | 0% | 16% | -13%
CCc1ccc(Nc2ccc(C(=O)O)cc2[N+](=O)[O-])cc1 | i | -1% | -2% | 23% | 12%
O=C(Nc1nccs1)c1ccc(N2C(=O)C3CCCCC3C2=O)cc1 (stereo unspecified) | 0.7% | -2% | 5% | nt | 12%
CNC(=O)Cn1ncc2c(C)n(Cc3ccc(C)cc3)c(C)c2c1=O | 1.9% | 0% | -2% | 21% | 0% | inhibitors of VEEV 10K pilot screen=0.8
COc1cc2ccccc2cc1C(=O)N1CCc2ccccc21 | 7.2% | -10% | nt | nt | nt
CCC(C)NC(=O)NC(=O)N(C1CCCCC1)S(C)(=O)=O (stereo unspecified) | 8.6% | 5% | -4% | -1% | -2%
CCOC(=O)C(N)CSC1CC(=O)N(c2ccc(C(=O)OC)cc2)C1=O (stereo unspecified) | 1.8% | -2% | -3% | -2% | 16%
Cn1nccc1C(=O)N1CCN(C23CC4CC(CC(C4)C2)C3)CC1 | 0.1% | -5% | -3% | -3% | -10%
NC1=NC[C@H](c2ccccc2)N1CCCCC1CCCCC1 | 2.6% | -16% | 0% | ? | 35µM*
Cc1ccc(C(=O)NCC(=O)OCc2csc(-c3ccccc3)n2)cc1 | 2.1% | -5% | -3% | 48% | -7%
Cc1ccc(NC(=S)N2CCN(c3nccc(C(F)(F)F)n3)CC2)c(C)c1 | i | 0% | 5% | 1% | -12%
CN(C)C(CNC(=O)c1cc(S(=O)(=O)N(C)c2ccccc2)ccc1Cl)c1cccs1 (stereo unspecified) | i | 0% | -2% | -4% | -1%
CSc1nsc(/C=C/Nc2ccc(F)cc2F)c1C#N | 0.2% | 8% | 7% | 28% | -6%
O=C(O)CCSc1nnc(-c2ccncc2)n1-c1ccccc1 | 0.4% | -7% | -5% | -11% | -10%
Cc1ccc2c(ccn3cc4c(c(=O)n(C)c(=O)n4C)c23)c1 | 3.1% | -3% | 9% | 0% | -5%
O=C(Nc1ccccc1-c1ccccc1)NC1CC2CCCC(C1)N2Cc1ccc(F)cc1 (stereo unspecified) | 0.5% | -8% | 34% | 55% | -4%

(further entries)
SMILES | inhibitors of VEEV | H1N1 NS1A inhibition | H37Rv inhibition | M. tuberculosis | PhoP GFP inhibition | others
CC1CC(C)CN(C(=O)CCNC(=O)c2ccccc2Cl)C1 (stereo unspecified) | 1.9% | -8% | 6% | -6% | -4%
CCCn1nc2cc(C(=O)NC3CCc4ccccc43)ccc2c1OCC (stereo unspecified) | 0.1% | 3% | 4% | 21% | -2%
O=C(CN(C(=O)C1CSC(=O)C1)c1cccc(F)c1)NC1CCCC1 (stereo unspecified) | 0.1% | -3% | -4% | -1% | -6%
CCOc1ccc(NC(=O)c2ccc(CNc3c(N4CCCC4)c(=O)c3=O)cc2)cc1 | 0.7% | -7% | 56% | 41% | 22%
COc1ccc(C2Nc3ccccc3C(=O)N2Cc2ccco2)cc1COc1ccc(NC(C)=O)cc1 (stereo unspecified) | 11% | -4% | -1% | 40% | -7%
O=C(Cc1ccccc1)NCCc1ccc(Cl)cc1Cl | 0.8% | -6% | -5% | 21% | -3%

Sorted by molar mass (highest first): some entries from above.
SMILES | inhibitors of VEEV | H1N1 NS1A inhibition | H37Rv inhibition | M. tuberculosis | PhoP GFP inhibition | others
COc1ccc(C2Nc3ccccc3C(=O)N2Cc2ccco2)cc1COc1ccc(NC(C)=O)cc1 (stereo unspecified) | 11% | -4% | -1% | 40% | -7%
O=C(CN(C(=O)C1CSC(=O)C1)c1cccc(F)c1)NC1CCCC1 (stereo unspecified) | 0.1% | -3% | -4% | -1% | -6%
O=C(Cc1ccccc1)NCCc1ccc(Cl)cc1Cl | 0.8% | -6% | -5% | 21% | -3%

Random excerpt: two records from the list
SMILES | inhibitors of VEEV | H1N1 NS1A inhibition | H37Rv inhibition | M. tuberculosis | PhoP GFP inhibition | others
NC1=NC[C@H](c2ccccc2)N1CCCCC1CCCCC1 | 2.6% | -16% | 0% | ? | 35µM*
O=C(c1cc2c(s1)CCCC2)N1CCN(C(=O)C2CCCO2)CC1 (stereo unspecified) | i | 2% | 0% | 16% | -13%
